# Bioassay records (PubChem BioAssay)
# SKN-1 block: suppressors of acrylamide-induced Pgst-4::GFP reporter in worms, primary screen, SKN-1 inhibitor project, whole organism, uHTS, GFP/RFP fluorescence ratio, strain VP596. C. elegans VP596 Pgst-4::GFP/RFP ratio, 24 h. inhibition, % at 21.8 µM. actives 0.49% (n = 360,000). AID 624304, 2012;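 active = interference check ratio from 0.5 to 1.5 plus GFP to RFP signal ratio inhibition reaching or exceeding a fixed threshold, cut at about 30% in these data, passing the limit was not always enough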; also: some compounds called inactive have numbers as strong as hits
# CSN inh: inhibitors of CSN-mediated cullin deneddylation, primary screen, biochemical, fluorescence polarization, uHTS | COP9 signalosome complex subunit 5 (Homo sapiens), Q92905 | Purified CSN, SCF-Nedd8-OG deneddylation | inhibition, % at 12.5 µM | actives 0.38% (n = 360,000) | AID 651999, 2013;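 active = pattern-corrected inhibition above about 35%, with an unprinted fluorescence ratio check between 0.5 and 1.5, limit read from the data, passing the limit was not always enough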;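 also: 0% = enzyme with substrate and 100% = substrate without enzyme; some results filed as inactive read as strong as hits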
#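 Assay system: purified human Csn5 enzyme expressed in HEK293T cells; measure: % inhibition; also added: SCFSkp2-Nedd8OG substrate at 10 nM final; technique: fluorescence polarization; times: reaction 90 min, room temperature; medium: Tris buffer pH 7.5, NaCl, DTT, Tween-20, trehalose, ovalbumin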
# Rpn11 block: Rpn11 (PSMD14) deubiquitinase inhibitors, primary screen, biochemical, fluorescence polarization, uHTS | 26S proteasome non-ATPase regulatory subunit 14 (Homo sapiens), O00487 | human 26S proteasome, Ub4-pepOG fluorescence polarization; 20S core pre-blocked with epoxomicin | calls only at 20 µM | actives 0.59% (n = 360,000) | AID 588493, 2011;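 active = inhibition at 20 µM, scaled to each plate's controls, above about 33%, limit read from the data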
# NadD block: inhibitors of S. aureus NadD, primary screen, biochemical, colorimetric, uHTS; purified NadD enzyme, colorimetric absorbance read-out; inhibition, % at 20 µM; actives 0.78% (n = 360,000); AID 602399, 2012; in the data active = inhibition above about 26%; also: some compounds past the cut are filed as inactive
# MT1-MMP act inh: blockers of MT1-MMP proenzyme processing, primary screen, HT1080 RFP-PRO-GFP cells, GFP/RFP fluorescence; GFP/RFP ratio change, % at 20 µM; Matrix metalloproteinase-14 (Homo sapiens), P50281; GFP/RFP ratio fluorescence, overnight; percent of plate control window, DMSO zero; actives 0.061% (n = 360,000);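 active = GFP/RFP ratio change of at least 30% with cell ATP level not reduced by more than half and red fluorescence within 50% of control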; also: strong numbers were not always called active
#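 Material – HT1080 RFP-PRO-GFP cells · Control set – DMSO wells and RFP-L50D-GFP cells · Incubation – overnight cell settling, then overnight compound exposure, 37 °C, 5% CO2 · Compound dosing – single-point 20 µM compound, 1% DMSO · Read-out – GFP/RFP fluorescence ratio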
# PABP1 MLLE inh: inhibitors of PABP1 MLLE–PAM2 peptide binding, primary screen, biochemical, fluorescence polarization, FITC-PAM2, GST-MLLE. actives 0.36% (n = 360,000). Polyadenylate-binding protein 1 (Homo sapiens), P11940. inhibition, % at 20 µM. AID 588489, 2011; in the data active = inhibition above about 35%, passing the limit was not always enough;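 also: plate controls were DMSO wells with GST-MLLE for no effect and wells lacking GST-MLLE protein for full effect; some results filed as inactive read as strong as hits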
# FAS TE block: FAS thioesterase domain inhibitors, primary screen, biochemical, fluorescence intensity, uHTS; Fatty acid synthase (Homo sapiens), P49327; recombinant FAS-TE, OMFH fluorogenic substrate, fluorescence endpoint; inhibition, % at 15 µM; actives 0.67% (n = 360,000);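 active = compounds whose normalised, plate-corrected inhibition of enzyme fluorescence in the single-dose primary screen is 50% or more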;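 also: 0% = DMSO with enzyme and 100% = substrate without enzyme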
# Rin1-Abl PPI inh: inhibitors of Rin1-Abl protein binding, primary screen, biochemical, TR-FRET; actives 0.4% (n = 360,000); Tyrosine-protein kinase ABL1 (Homo sapiens) + Ras and Rab interactor 1 (Homo sapiens), …; inhibition, % at 7.35 µM; in the data active = inhibition above about 5%, passing the limit was not always enough
# Neddylation inh: inhibitors of cullin neddylation, primary screen, biochemical, TR-FRET, uHTS, NAE and Ubc12; NEDD8-conjugating enzyme Ubc12 (Homo sapiens) + NEDD8-activating enzyme E1 regulatory …; calls only at 25 µM; actives 0.58% (n = 360,000); AID 651699, 2012; in the data active = inhibition above about 36%
# * = called active by the depositor; i = inactive. Compounds as they come, and some 3.9% of all compounds hit somewhere here.
SMILES,SKN-1 block,CSN inh,Rpn11 block,NadD block,MT1-MMP act inh,PABP1 MLLE inh,FAS TE block,Rin1-Abl PPI inh,Neddylation inh
CNC1(C)[C@H]2CC[C@H](C2)C1(C)C (stereo partly specified),-8,0,i,3,0,-2,-5,0,i
COCCn1c(SCc2ccc(OC)c(F)c2)nnc1-c1ccncc1,-11,0,i,-1,-5,2,-4,-2,i
CCn1c(CSc2nc3ccccc3s2)nnc1SCC(=O)c1ccc2c(c1)OCCO2,2,1,i,9,-2,-118,13,1,i
CC1CCCN(c2ccc3nncn3n2)C1 (stereo unspecified),9,0,i,-1,0,-7,-2,-6,i
COc1ccnc(N=CNOCc2ccc(C)cc2)c1C#N,13,-7,i,4,2,-12,12,0,i
C=CCN(CC=C)C(=O)C1CCN(Cc2ccc(OCc3ccccc3)cc2)CC1,-5,-2,i,-7,3,14,-2,1,i
CCOC(=O)c1ccc(N2CCOCC2)c(NC(=O)c2ccc3c(c2)OCO3)c1,11,-2,i,-5,-6,-6,11,0,i
COc1ccc2c(c1)C(C1C(=O)CCCC1=O)c1ccccc1O2 (stereo unspecified),-8,1,i,-25,0,8,-6,1,i
CC(NCCN(C)C)C1CCC2C3CCc4cc(O)ccc4C3CCC12C (stereo unspecified),1,3,i,-5,4,5,-3,1,i
Cc1cc(Br)ccc1SCC(=O)NCC(c1ccco1)N1CCCCC1 (stereo unspecified),9,-1,i,-6,2,-10,10,2,i
CCOC(=O)n1c(=O)n(Cc2ccc(Cl)c(Cl)c2)c2ccccc21,-3,-1,i,-9,0,-6,22,-2,i
Cc1ccccc1CN1CCN(CC(=O)NCc2ccccc2)C1=O,-10,-1,i,-3,5,8,-6,3,i
COC(=O)CNC(=O)CSc1nc2sc(-c3ccccc3)cc2c(=O)n1-c1ccccc1,2,0,i,4,0,-16,17,-4,i
O=C(c1cnc2n(c1=O)CCS2)N1CCc2ccccc21,-18,0,i,-2,-3,-5,-9,-2,i
CCOC(=O)C1CCN(C(=O)c2[nH]c(C(F)(F)F)nc2-c2ccccc2)CC1,-14,5,i,-3,-3,-7,-7,2,i
CSc1ccccc1C(=O)NCc1ccc2c(c1)OCO2,10,-4,i,-5,3,-9,-6,9,i
CC1Cc2ccccc2N1C(=O)CSc1nnc(Cn2nnc3ccccc32)n1C (stereo unspecified),11,0,i,5,-1,1,-6,-3,i
Cc1c(C)c2cc(Cl)c(OCC(=O)Nc3ccccn3)cc2oc1=O,10,16,i,-7,-2,3,-5,-4,i
C=CCn1c(=O)[nH]c(=O)c2c(N)c(C(=O)c3ccc(OC)cc3)sc21,-3,5,i,-7,-8,-2,4,-2,i
CC1CCCN(C(=O)COC(=O)CNC(=O)c2ccc(Br)cc2)C1 (stereo unspecified),11,1,i,-1,1,2,-3,2,i
COc1cc(C(C)=O)ccc1OCC(O)CNCC(O)c1ccccc1 (stereo unspecified),7,-2,i,0,0,-10,-6,-1,i
COc1ccc(CCn2c(C)cc(C(=O)CSc3nc(N)cc(=O)[nH]3)c2C)cc1,-1,2,i,13,-3,-1,-6,-1,i
Cc1ccc(Cl)cc1N1CCN(C(=O)c2ccc(CN3CCOCC3)cc2)CC1,1,-1,i,4,-4,-2,-1,1,i
Cc1cc2ncn(/N=C/c3ccc(-c4ccccc4)o3)c2cc1C,13,-3,i,3,-4,-4,50*,-6,i
COC(=O)C1=C(C)Nc2nc3ccccc3n2C1c1ccccc1F (stereo unspecified),15,2,i,2,1,5,3,3,i
CCC(C)c1ccc(NC(=S)NN2CCOCC2)cc1 (stereo unspecified),12,5,i,-5,2,14,-3,-1,i
CN(C)CC(O)CN1C(=O)NC(C)(C)C1=O (stereo unspecified),0,2,i,3,0,-6,-8,-1,i
COC(=O)Nc1nc(-c2ccccc2)c(C(=O)c2ccc(Cl)cc2)s1,5,-5,i,-6,8,3,17,2,i
O=c1c([N+](=O)[O-])c(N2CCCCC2)c2ccccc2n1-c1ccccc1,-25,0,i,-4,-3,6,-10,-2,i
COCCNC(=S)N1CCC2CC1c1c(Cl)cccc12 (stereo unspecified),12,1,i,-4,-1,-107,-2,-2,i
O=C1[C@H]2[C@@H](c3ccc(F)cc3)N3C(=O)N(c4ccc(C(F)(F)F)cc4)C(=O)[C@@]3(Cc3ccccc3)[C@H]2C(=O)N1C1CCCCC1,17,-1,i,20,-2,-7,91*,1,i
COc1cc(OC)c(C(=O)OCC(=O)NC2CCCC2)cc1OC,13,0,i,-3,2,-9,-2,-1,i
C/C(N)=C(/C#N)C(=O)COC(=O)c1ccccc1Oc1ccccc1,5,4,i,-6,-1,19,10,1,i
COC(=O)[C@@]1(Cc2ccc(F)cc2)[C@@H]2[C@@H](CC(=O)[C@H]2CC(=O)C(=O)N(C)C)CN1C(=O)c1ccccc1,-12,-2,i,1,0,-6,-6,2,i
Cc1ccc(C(=O)NCCN2CCCC2)cc1,22,0,i,6,-3,-2,-6,1,i
Cc1cccc(C(=O)O/N=C(/c2ccccc2)c2ccncc2)c1,0,-3,i,3,0,-4,9,-1,i
CCCCn1c(N)c(N(CCC(C)C)C(=O)c2c(CC)noc2C)c(=O)[nH]c1=O,8,2,i,-5,0,-13,1,1,i
O=C(Cc1ccccc1)c1c[nH]c(C(=O)NCCCN2CCOCC2)c1,8,-4,i,1,-1,-6,-2,-2,i
Cc1c(Br)c([N+](=O)[O-])nn1C(C)C(=O)Nc1ccc2c(c1)OCO2 (stereo unspecified),3,-3,i,-10,1,15,8,-2,i
CC1=C(C(=O)Nc2ccc(C(=O)NC(C)c3ccccc3)cc2)SCCO1 (stereo unspecified),2,0,i,3,0,0,1,-1,i
CC1CC(C)CN(C(=O)Cn2c(=O)n(CCCC(=O)NCc3ccco3)c(=O)c3sccc32)C1 (stereo unspecified),7,4,i,-3,-5,0,-4,4,i
CCOCC(=O)Nc1cc(C(=O)NCCc2ccccc2)ccc1Cl,3,-4,i,-3,3,-24,-3,0,i
COc1ccc(NC(=O)C(C)N=C2NS(=O)(=O)c3ccccc32)cc1S(N)(=O)=O (stereo unspecified),7,-6,i,0,-5,15,-6,1,i
Cc1ccc(N(C)C2=NC(=O)CS2)cc1Cl,5,-1,i,-3,2,-15,-7,2,i
O=C(c1cccc(S(=O)(=O)N2CCOCC2)c1)N1CCN(S(=O)(=O)c2cccc([N+](=O)[O-])c2)CC1,5,1,i,8,-8,17,-1,-3,i
COc1cccc(C(NC(C)=O)c2nc(-c3cc4ccccc4o3)cs2)c1 (stereo unspecified),13,3,i,-10,-2,-2,2,-2,i
CC(C)(C)c1ccc2cc(F)cc(F)c2n1,17,-1,i,-6,7,17,-14,0,i
CCOc1ccccc1OCC(=O)Nc1cc(C)on1,3,-3,i,3,1,2,-6,2,i
CCN(CC)S(=O)(=O)c1ccc(Cl)c(C(=O)NC)c1,13,-3,i,-1,2,-3,-3,1,i
Cc1ccc(C)c(C(=O)CSc2nc(C)cc(=O)[nH]2)c1,4,-1,i,3,3,-1,-5,-2,i
# (further entries)
SMILES,SKN-1 block,CSN inh,Rpn11 block,NadD block,MT1-MMP act inh,PABP1 MLLE inh,FAS TE block,Rin1-Abl PPI inh,Neddylation inh
CCOC(=O)N1CCC(n2c(SCC(=O)c3ccccc3)nc3ccsc3c2=O)CC1,7,3,i,-2,-8,-9,-5,-1,i
CCc1nnc(NS(=O)(=O)c2ccc(NC(=O)CCC(=O)OC)cc2)s1,11,1,i,7,-2,-6,-5,0,i
CN1CCN(S(=O)(=O)c2ccc(Nc3cccc(Cl)c3)c([N+](=O)[O-])c2)CC1,-18,-7,i,-11,1,17,6,0,i
COc1ccc2nc(SCC(=O)NC(C)C)[nH]c2c1,-4,0,i,0,-7,1,-7,-5,i
Cc1ccnc(NS(=O)(=O)c2cc([N+](=O)[O-])ccc2C)c1,10,-5,i,0,1,-1,12,3,i
Cn1c(=NN=Cc2ccccc2OCCO)sc2ccccc21,6,-1,i,-6,3,-4,16,0,i

# Entries above that have a Cl atom:
SMILES,SKN-1 block,CSN inh,Rpn11 block,NadD block,MT1-MMP act inh,PABP1 MLLE inh,FAS TE block,Rin1-Abl PPI inh,Neddylation inh
CCOC(=O)n1c(=O)n(Cc2ccc(Cl)c(Cl)c2)c2ccccc21,-3,-1,i,-9,0,-6,22,-2,i
Cc1c(C)c2cc(Cl)c(OCC(=O)Nc3ccccn3)cc2oc1=O,10,16,i,-7,-2,3,-5,-4,i
Cc1ccc(Cl)cc1N1CCN(C(=O)c2ccc(CN3CCOCC3)cc2)CC1,1,-1,i,4,-4,-2,-1,1,i
COC(=O)Nc1nc(-c2ccccc2)c(C(=O)c2ccc(Cl)cc2)s1,5,-5,i,-6,8,3,17,2,i
COCCNC(=S)N1CCC2CC1c1c(Cl)cccc12 (stereo unspecified),12,1,i,-4,-1,-107,-2,-2,i
CCOCC(=O)Nc1cc(C(=O)NCCc2ccccc2)ccc1Cl,3,-4,i,-3,3,-24,-3,0,i
Cc1ccc(N(C)C2=NC(=O)CS2)cc1Cl,5,-1,i,-3,2,-15,-7,2,i
CCN(CC)S(=O)(=O)c1ccc(Cl)c(C(=O)NC)c1,13,-3,i,-1,2,-3,-3,1,i
CN1CCN(S(=O)(=O)c2ccc(Nc3cccc(Cl)c3)c([N+](=O)[O-])c2)CC1,-18,-7,i,-11,1,17,6,0,i

# Sorted by formula weight (ascending): some entries from above
SMILES,SKN-1 block,CSN inh,Rpn11 block,NadD block,MT1-MMP act inh,PABP1 MLLE inh,FAS TE block,Rin1-Abl PPI inh,Neddylation inh
Cc1ccnc(NS(=O)(=O)c2cc([N+](=O)[O-])ccc2C)c1,10,-5,i,0,1,-1,12,3,i
Cn1c(=NN=Cc2ccccc2OCCO)sc2ccccc21,6,-1,i,-6,3,-4,16,0,i
CCOC(=O)N1CCC(n2c(SCC(=O)c3ccccc3)nc3ccsc3c2=O)CC1,7,3,i,-2,-8,-9,-5,-1,i
